Screening data as filed in PubChem BioAssay.
Tau fibril FP – blocks human tau fibril formation measured by polarization; P10636; K18 P301L tau heparin fibrillization, Alexa594 FP, 6 h; Potency, µM (top dose mostly 57.7 µM), inactives show at the top dose activity, negative = inhibition, most hits filed as inhibitors; 280,000 compounds, 0.39% hits; AID 1468; also: potency is read from the fitted curve at half-maximal effect; % is scaled to controls: 0 for no effect and ±100 for the full control effect; nearly all actives have a fitted effect of over 55% in size
Target sequence (P10636 561-689 P618L limits assumed): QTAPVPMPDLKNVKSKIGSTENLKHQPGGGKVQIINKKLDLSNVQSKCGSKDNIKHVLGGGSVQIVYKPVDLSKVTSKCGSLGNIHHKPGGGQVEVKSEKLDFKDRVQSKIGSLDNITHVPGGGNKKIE
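Recombinant K18 P301L […], labeled with Alexa 594 at 0.24 uM over 15 uM unlabeled; heparin inducer 20 uM final; 37 C, 6 hr; FP endpoint.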
GLA spleen mod – inhibitors or activators of human alpha-galactosidase in spleen homogenate | P06280 | human spleen homogenate, 4MU-alpha-Gal fluorescence, 40 min | Potency, µM (highest dose often 80 µM), inactives show top-dose activity change, negative = inhibition, most hits filed as inhibitors | 240,000 compounds, 0.008% hits | AID 2107;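 also: potency is read from the fitted curve at half-maximal effect; 0% = enzyme with vehicle and -100% = no enzyme basal signal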
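Human spleen homogenate (1 ug) as enzyme source, 4-methylumbelliferyl-alpha-D-galactopyranoside 1 mM final, citrate/phosphate pH 5.0 with 0.01% Tween-20. Compounds 40 min at 37C, NaOH/glycine stop; fluorescence Ex 365/Em 440, Hill-fit AC50.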
Tau fluor cs – counter-screen for tau fibril formation inhibitors; tau K18 P301L Alexa594 fluorescence, heparin fibrillization; Potency, µM (series often up to 57.7 µM), for the others: top-dose activity change, negative = decrease; 280,000 compounds, 0.93% hits; also: potency is read from the fitted curve at half-maximal effect; % is scaled to controls: 0 for no effect and ±100 for the full control effect; nearly all actives have a fitted effect of over 55% in size
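Human tau K18 P301L (15 uM unlabeled, 0.24 uM Alexa 594-labeled) in 100 mM sodium acetate pH 7 with 20 uM heparin, 6 hr at 37 C. ThT 30 uM added, 1 hr ambient; Alexa 594 FP and total fluorescence read at 555/632 nm.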
CBFb-RUNX1 inh – CBF-beta/RUNX1 interaction disruption | 230,000 tested, under 10 active | AlphaScreen CBFb-His/RUNX1-biotin binding, biochemical | Q01196+Q13951 | Potency, µM (series often up to 59.8 µM), without a hit: at the highest dose activity, negative = inhibition, most hits filed as inhibitors; also: % of control where 0% means no effect
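CBFb-His/RUNX1-biotin, 30 nM each, preincubated 20 min RT; compound 15 min RT; Ni + streptavidin beads 50 ng each, 90 min RT; AlphaScreen read.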
Epigenetic reg – derepresses silenced GFP reporter in murine cells; murine LDR cells, GFP reporter derepression, 30 h; Potency, µM (doses to about 53.9 µM), for inactives: top-dose GFP activation, hits mostly activators; 280,000 compounds, 0.2% hits; also: potency is read from the fitted curve at half-maximal effect; % of control where 0% means no effect; nearly all actives have a fitted effect of over 60% in size
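Derepression of a silenced CMV-GFP reporter in murine LDR cells is scored by enumerating GFP-positive cells with a laser-scanning microplate cytometer after 30 hours of treatment at 37 C.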
TexasRed fluor – Texas Red fluorescence interference in TRb-SRC2 counter-screen; TRb/SRC2 Texas Red total fluorescence interference; Potency, µM (series often up to 106 µM), inactives show at the highest dose fluorescence change, negative = quenching; 280,000 compounds, 0.29% hits; active = well fitted curve in either direction with a large enough effect; inconclusive = small, poorly fitted or top-dose-only effect; also: potency is read from the fitted curve at half-maximal effect; % is scaled to controls: 0 for no effect and ±100 for the full control effect
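Flags fluorescent or light-absorbing compounds by total fluorescence, S + 2P, at 555 nm excitation and 632 nm emission. Mixture: 20 nM Texas Red SRC2 peptide, 0.6 uM human TRb LBD, 1 uM T3, 5% DMSO; compound exposure 5 h at ambient temperature.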
NPSR antagonist – neuropeptide S receptor (human) antagonism, cAMP; 220,000 compounds, 1% hits; Potency, µM (top dose mostly 38.3 µM), for the others: at the highest dose activity change, negative = inhibition, actives largely listed as inhibitors; AID 1461; CHO-NPSR cells, cAMP TR-FRET, antagonist mode; Q6W5P4; also: potency is read from the fitted curve at half-maximal effect; % is scaled to controls: 0 for no effect and ±100 for the full control effect; nearly all actives have a fitted effect of over 50% in size; many of its hits are not listed in these tables
Target sequence (Q6W5P4 whole entry, looked up): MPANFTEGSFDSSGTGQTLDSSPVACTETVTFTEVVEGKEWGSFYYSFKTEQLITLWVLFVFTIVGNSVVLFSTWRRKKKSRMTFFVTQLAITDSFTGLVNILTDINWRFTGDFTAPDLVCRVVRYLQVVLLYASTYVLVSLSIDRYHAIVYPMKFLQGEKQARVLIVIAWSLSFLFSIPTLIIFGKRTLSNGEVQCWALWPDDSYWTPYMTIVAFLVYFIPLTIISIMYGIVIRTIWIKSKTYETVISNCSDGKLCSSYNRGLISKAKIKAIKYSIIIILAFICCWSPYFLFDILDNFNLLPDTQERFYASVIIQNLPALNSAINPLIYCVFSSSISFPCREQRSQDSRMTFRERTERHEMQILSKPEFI
TRb SRC2 PPI – disrupts binding of human TR beta to SRC2; P10828; TRbeta-SRC2 peptide binding, fluorescence polarization; receptor liganded with 1 µM T3; Potency, µM (highest dose often 106 µM), inactives show at the highest dose activity change, negative = inhibition, usual class: inhibitors; 280,000 compounds, 0.065% hits;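 also: potency is read from the fitted curve at half-maximal effect; plate controls were bound peptide for no effect and peptide without receptor for full effect; nearly all actives have a fitted effect of over 50% in size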
Target sequence (P10828 whole entry, looked up): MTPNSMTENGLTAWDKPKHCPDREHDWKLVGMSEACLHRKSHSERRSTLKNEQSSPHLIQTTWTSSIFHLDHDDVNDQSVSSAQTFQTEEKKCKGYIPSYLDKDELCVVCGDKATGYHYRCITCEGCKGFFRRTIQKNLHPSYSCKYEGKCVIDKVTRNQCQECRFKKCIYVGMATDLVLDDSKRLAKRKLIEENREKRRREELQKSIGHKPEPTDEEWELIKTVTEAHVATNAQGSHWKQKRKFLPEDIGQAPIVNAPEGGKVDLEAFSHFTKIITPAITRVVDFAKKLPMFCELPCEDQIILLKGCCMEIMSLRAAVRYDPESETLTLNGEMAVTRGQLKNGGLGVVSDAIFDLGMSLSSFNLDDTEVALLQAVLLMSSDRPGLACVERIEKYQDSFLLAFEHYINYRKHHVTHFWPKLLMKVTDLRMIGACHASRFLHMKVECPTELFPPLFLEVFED
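Fluorescence polarization of 20 nM Texas Red SRC2 peptide with 0.6 uM human TRb ligand-binding domain, in Tris buffer with 1uM T3 and 5% DMSO. Incubated 5 hr ambient; normalized to unbound and bound controls.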
* = called active by the depositor; ? = inconclusive; . = not tested or not shown; & = joins results of further samples; [ ] = another dose, or the depositor's remark. Unless noted, calls follow the shape of the dose curve; as a rule, active = well fitted curve in the direction sought with a large enough effect; inconclusive = small, poorly fitted or top-dose-only effect, or another doubt; inactive = no such curve, though single readings can be large; an effect the other way counts as inactive or inconclusive.

SMILES	Tau fibril FP	GLA spleen mod	Tau fluor cs	CBFb-RUNX1 inh	Epigenetic reg	TexasRed fluor	NPSR antagonist	TRb SRC2 PPI
COc1ccc(C/C(N)=N/OC(=O)c2cccs2)cc1	-6%	7%	-7%	-8%	-4.6%	-1%	26%	0%
CCOc1ccc(N(CC)C(=O)c2noc3c2COc2ccc(C)cc2-3)cc1	-7%	.	0%	.	-1.1%	?	.	0%
CC(C)CNC(=O)C(=O)Nc1ccc(N(C)C)cc1	-4%	-9%	-5%	-1%	-3.0%	-2%	8%	-3%
Cc1onc(-c2ccccc2Cl)c1C(=O)OCC(=O)Nc1cccc(S(=O)(=O)N(C)C)c1	-19%	-3%	-22%	27%	4.8%	0%	-18%	-5%
CCOC(=O)c1cc(NC(=O)OC)c(C)nc1C	2%	-18%	9%	3%	-2.1%	-1%	-6%[46.1 µM]	-11%
Cc1ccc(S(=O)(=O)NCCc2nnc3ccc(SCC(=O)Nc4nc(C)cs4)nn23)cc1	-8%	0%	-4%	-4%	2.1%	0%	7%	-3%
O=C(CN1CCOCC1)Nc1ccccc1Sc1ccccc1	7%	-2%	-3%	2%	0.0%	5%	19%	-6%
CC(=O)N/C(=C\c1ccccc1)C(=O)OCC(=O)N1CCCCCC1	1%	1%	-1%	-2%	-0.9%	0%	10%[46.1 µM]	4%
CC[C@H](C)[C@H](NC(=O)[C@H](Cc1ccc(O)cc1)NC(=O)[C@@H]1CCCN1C(=O)[C@@H](NC(=O)[C@@H](N)CCCCN)[C@@H](C)CC)C(=O)N[C@@H](CC(C)C)C(=O)O	.	-5%	.	22%	.	-2%	.	6%
Cc1ccc(CNC(=O)C(CC(C)C)N2Cc3ccccc3C2=O)cc1 (stereo not given)	1%	.	-6%	.	-0.4%	4%	.	-1%
COc1ccccc1CNC(=O)c1ccc2c(c1)nc(C)n2-c1ccccc1OC	4%	.	8%	.	0.0%	0%	.	-8%
O=C(NCCC1=CCCCC1)C1CCN(S(=O)(=O)c2ccc(-n3cnnn3)cc2)CC1	-7%	3%	-8%	0%	-0.8%	-2%	-18%[46.1 µM]	-2%
CC1=NN(c2ccccc2)C(=O)C1C(=O)C(=O)Nc1ccc(F)cc1 (stereo not given)	-4%	1%	-22%	-10%	1.1%	0%	-15%	-17%
CN(Cc1ccc2nsnc2c1)Cc1nc(Cc2cccc(F)c2)no1	4%	1%	-7%	11%	0.5%	-3%	21%	-3%
CC(C)Oc1ccccc1OCCCCn1cnc2ccccc2c1=O	?	-1%	-15%	3%	-0.8%	-2%	-11%	-2%
CCOC(=O)c1c(NC(=S)Nc2ccc(OCC)cc2)sc2c1CCN(C)C2	2%	-1%	-25%	-6%	4.0%	-1%	17%	9%
Cc1cccc(N(C(=O)CNC(=O)c2ccco2)C(C(=O)NCC2CCCO2)c2ccccc2)c1 (stereo not given)	1%	2%	-3%	11%	3.0%	-1%[53 µM]	-13%	1%[53 µM]
O=C1c2ccccc2C(=O)N1CC(=O)N1c2ccccc2Sc2ccc(C(F)(F)F)cc21	6%	6%	0%	-21%	0.0%	-3%	?	-11%
Cc1cc(C(=O)Nc2nnc(C(F)(F)F)s2)cs1	-1%	-9%	-15%	11%	-0.9%	-2%	-7%	-5%
O=C(CN(c1ccc2c(c1)OCCO2)S(=O)(=O)c1ccccc1)N1CCN(Cc2ccccc2)CC1	0%	6%	-8%	4%	3.5%	3%	15%	-1%

Among those listed so far, 2 contain a CF3 group:
SMILES	Tau fibril FP	GLA spleen mod	Tau fluor cs	CBFb-RUNX1 inh	Epigenetic reg	TexasRed fluor	NPSR antagonist	TRb SRC2 PPI
O=C1c2ccccc2C(=O)N1CC(=O)N1c2ccccc2Sc2ccc(C(F)(F)F)cc21	6%	6%	0%	-21%	0.0%	-3%	?	-11%
Cc1cc(C(=O)Nc2nnc(C(F)(F)F)s2)cs1	-1%	-9%	-15%	11%	-0.9%	-2%	-7%	-5%

(cont.)
SMILES	Tau fibril FP	GLA spleen mod	Tau fluor cs	CBFb-RUNX1 inh	Epigenetic reg	TexasRed fluor	NPSR antagonist	TRb SRC2 PPI
CCOC(=O)C1CCCN(C(=O)Cn2ncc3c([nH]c4ccccc43)c2=O)C1 (stereo not given)	6%	.	2%	.	-1.2%	0%	.	8%
CC1(C)CC2CC(C)(CN2C(=O)c2ccc([N+](=O)[O-])cc2[N+](=O)[O-])C1 (stereo not given)	-3%	0%	-4%	4%	0.0%	0%	14%	7%
COc1cc(C(=O)O)c([N+](=O)[O-])c(OC)c1OC	4%	-6%	-4%	3%	0.0%	-1%	-16%	-4%
CC(C)CCNC(=S)Nc1ccccn1	3%	1%	-9%	2%	1.1%	-1%	-16%	2%
CCOC(=O)c1nnn(CC(=O)NC(=O)Nc2ccc(F)cc2)c1C(=O)OCC	-3%&-14%	8%	-18%&-25%	-6%	-4.6%&1.6%	-1%&1%	-4%	-5%&-5%
COc1cccc(C(=O)Oc2c(Sc3ccc(C)cc3)c(C)nn2C(C)(C)C)c1OC	3%	.	-7%	.	6.6%	-1%	.	-2%
O=C(O)CCC1(c2ccccc2)NC(=O)NC1=O (stereo not given)	0%	-10%	4%	8%	1.1%	-2%	-15%	5%
COc1ccc(NS(=O)(=O)c2cccc(NC(=O)CNC(C)=O)c2)cc1	-8%	5%	-12%	14%	7.5%	-1%	11%	-4%
O=C(OCc1ccc(Br)cc1)c1ccncc1	7%	8%	-8%	-4%	2.1%	-3%	-10%	2%
CCOC(=O)C1CCN(C(=O)COc2cc(C)c(Br)cc2C)CC1	-5%	-17%	-6%	-2%	11%	-3%	3%[46.1 µM]	2%
Oc1ccc(CN2CCN(Cc3ccccc3)CC2)c2cccnc12	-2%	0%	-8%	6%	0.0%	-4%	-26%[46.1 µM]	-16%
Cc1cc(N2CCN(C(=O)OC(C)(C)C)CC2)n2ncnc2n1	-3%	-2%	1%	7%	0.0%	-1%	-5%[46.1 µM]	-6%
CN(C)NC(=S)Nc1cccc(Cl)c1	5%	1%	1%	-1%	2.8%	-1%	-15%	0%
COc1ccccc1-c1nn2c(=O)cc(CN3CCN(C(=O)/C=C/c4ccccc4)CC3)nc2s1	7%	.	1%	.	-2.1%	-1%	.	-5%
COc1ccc2nc(NC3=NCCC3)sc2c1	4%	2%	-2%	0%	0.0%	-6%	-6%[46.1 µM]	-3%
Cc1cnc(C(=O)OCC(=O)NC2CCCC(C)C2C)cn1 (stereo not given)	3%	-3%	6%	2%	0.0%	1%	-3%[46.1 µM]	-6%
Cc1cc(NCc2ccccn2)nc2ccccc12	3%	1%	-5%	-4%	0.2%	1%	7%[46.1 µM]	0%
CSc1ccc(-c2nc3ncccn3c2Nc2ccc(C)c(C)c2)cc1	1%	.	?	.	8.1%	1%	.	-5%
CC(=O)Nc1cccc(NC(=O)CCn2c(=O)sc3ccccc32)c1	6%	-6%	11%	-7%	0.0%	-6%	-7%[46.1 µM]	5%
Cc1c(NS(=O)(=O)c2ccc3c(c2)n(C)c(=O)n3C)c(=O)n(-c2ccccc2)n1C	-3%	21%	0%	5%	1.4%	-5%	-5%[46.1 µM]	-4%
CS(=O)(=O)Nc1cccc(-c2nc(N3CCNCC3)c3ccccc3n2)c1	-11%	-10%	-5%	.	7.2%	-22%	.	1%
COc1cc(NC(=O)CSc2ccccc2)c(C(=O)O)cc1OC	4%	18%	1%	1%	0.0%	-2%	9%	-9%
COc1cc(OC)cc(-c2cc3nc(C4CCN(C(=O)OC(C)(C)C)CC4)cc(=O)n3[nH]2)c1	10%	10%	-22%	-6%	-0.5%	3%	?	3%
O=C(c1ccncc1)N1C2C=CC(C2)C1(C(F)(F)F)C(F)(F)F (stereo not given)	1%	4%	-11%	?	-1.0%	-11%	-3%[46.1 µM]	-7%
COc1ccc(C(=O)NCCNC(=O)c2cc(OCC(F)(F)F)ccc2OCC(F)(F)F)cc1	-2%	2%	4%	5%	-0.8%	-3%	-13%[46.1 µM]	-11%
COc1ccc(-c2csc(N3N=C(C)C(C)C3=O)n2)cc1 (stereo not given)	3%	-4%	-10%	9%	0.0%	-2%	-30%	-3%
Cc1ccc(-n2ncc3c(Nc4ccc(Oc5ccccc5)cc4)ncnc32)cc1	?	.	?	.	5.6%	1%	.	1%
CCOc1ccc(C(=O)N2CCCC2)cc1	4%	6%	3%	6%	-1.0%	1%	6%	-23%
O=C(O)c1ccc(NS(=O)(=O)c2cc(C(=O)O)ccc2Br)cc1	-3%	6%	2%	6%	0.0%	1%	-9%[46.1 µM]	-9%
O=c1[nH]cnc2scc(-c3ccc(-c4ccccc4)cc3)c12	-15%	-5%	-18%	1%	0.0%	1%	-3%[46.1 µM]	2%
CCSc1ccccc1C(=O)N1CCN(c2nc3ccccc3s2)CC1	1%	.	3%	.	-4.7%	-2%	.	0%
O=C(CCC1COc2ccccc2O1)NCc1ccccc1 (stereo not given)	8%	9%	-7%	-6%	-4.5%	2%	-2%[46.1 µM]	-5%
Cc1cc(F)ccc1NC(=O)c1cnccn1	1%	3%	-9%	-14%	0.9%	-8%	-11%	0%
COc1ccc(N2CCN(Cc3nc4sc(C)c(C)c4c(=O)[nH]3)CC2)cc1	-5%	0%	-6%	-3%	1.2%	-1%	-2%	2%
CCOC(=O)c1ccccc1NC(=O)CN1CCCN(Cc2cc(C)ccc2C)S1(=O)=O	3%	.	-11%	.	-4.2%	-1%	.	8%
NC(=O)C1CCN(S(=O)(=O)c2cc3c(cc2Cl)NC(=O)CO3)CC1	2%	.	-11%	.	0.8%	-3%	.	4%
FC(F)(F)c1cc(-c2ccccc2)nc2ncnn12	5%	7%	3%	0%	0.1%	-3%	28%[46.1 µM]	-3%
COC(=O)c1c(NC(=O)c2ccc(S(=O)(=O)N3CCCC(C)C3)cc2)sc2c1CCN(C(C)C)C2 (stereo not given)	-3%	.	-15%	.	18%	-3%	.	6%

Only part of the results is shown (hit frequency here may not be typical).
